697 NFkB inh: inhibitors of the PMA/ionomycin-induced NF-kB reporter in 697 B cells; 0.33% of 330,000 active; inhibition, % at 4 µM; 697 B-cell NF-kB luciferase reporter, 16 h; in the data active means inhibition above about 35%
tim23-1 inh: growth inhibitors of tim23-1 mutant yeast | S. cerevisiae tim23-1 growth, BacTiter-Glo luminescence, 24 h | inhibition, % at 20 µM | 1.3% of 330,000 active | AID 463212;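 active means growth inhibition of the mutant yeast at or above 50%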;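 further: temperature-sensitive mutant grown at 25 °C; plate controls were DMSO-treated mutant yeast for no effect and medium wells lacking yeast for full effect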
Jurkat NFkB inh: inhibitors of the PMA/ionomycin-induced NF-kB reporter in Jurkat cells; PMA/ionomycin-induced NF-kB luciferase reporter, luminescence; 0.53% of 330,000 active; inhibition, % at 4 µM; in the data active means inhibition above about 50%
tim10-1 inh: tim10-1 yeast growth inhibition; S. cerevisiae tim10-1 ts strain growth, BacTiter-Glo, 24 h; inhibition, % at 20 µM; 2.2% of 330,000 active;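 active means inhibition of at least 40%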;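 further: mutant grown at 25 °C; 0% = DMSO wells with yeast and 100% = wells holding no yeast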
UPR XBP1 act: adaptive UPR (XBP1) activation. 0.33% of 330,000 active. activation, % at 20 µM. CHO-XBP1 luciferase reporter, IRE1-XBP1 UPR activation, luminescence; percent of tunicamycin response, DMSO as zero;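 active means versus positive control, 20 µM dose yields 30% or more activation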;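 further: 100% = tunicamycin at 10 µg/mL and 0% = DMSO only wells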
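Material: CHO cell line with stable XBP1 luciferase reporter; schedule: 16-18 h cell attachment at 37 °C, then 6 h compound exposure; signal: glow luminescence from Steady-Glo reagent; medium: serum-containing F12 medium, 10% FBS; benchmarks: tunicamycin 10 µg/mL and vehicle-only wells; read-out: percent activation relative to tunicamycin reference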
UPR CHOP act: activators of apoptotic arm of unfolded protein response (CHOP); CHO-CHOP luciferase reporter, UPR activation, luminescence; percent of tunicamycin response over DMSO baseline; activation, % at 10 µM; 0.34% of 330,000 active; AID 449763;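 active means at 10 µM dose, activation of 40% or more, normalized to positive control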;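 further: 100% = tunicamycin at 10 µg/mL and 0% = DMSO alone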
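Evaluation: % reporter activation, DMSO baseline versus tunicamycin full activation; System: CHO-CHOP luciferase reporter cell line; Input: 500 cells/well; Incubation: 6 h compound treatment, 37 °C; Measured by: Steady-Glo luciferase luminescence; Dosing: one dose, 10 µM in 0.5% DMSO; Buffer or medium: F12 medium, 10% FBS; Benchmarks: positive tunicamycin 10 µg/mL, negative DMSO alone.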
Mdm2 MdmX PPI: inhibitors of human Mdm2/MdmX interaction; O15151+Q00987; SaOS-2 split-luciferase Mdm2/MdmX complementation, luminescence; inhibition, % at 8 µM; 3% of 330,000 active;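 active means inhibition of at least 50% at 8 µM in the primary screen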
Target sequence (O15151 whole entry, looked up): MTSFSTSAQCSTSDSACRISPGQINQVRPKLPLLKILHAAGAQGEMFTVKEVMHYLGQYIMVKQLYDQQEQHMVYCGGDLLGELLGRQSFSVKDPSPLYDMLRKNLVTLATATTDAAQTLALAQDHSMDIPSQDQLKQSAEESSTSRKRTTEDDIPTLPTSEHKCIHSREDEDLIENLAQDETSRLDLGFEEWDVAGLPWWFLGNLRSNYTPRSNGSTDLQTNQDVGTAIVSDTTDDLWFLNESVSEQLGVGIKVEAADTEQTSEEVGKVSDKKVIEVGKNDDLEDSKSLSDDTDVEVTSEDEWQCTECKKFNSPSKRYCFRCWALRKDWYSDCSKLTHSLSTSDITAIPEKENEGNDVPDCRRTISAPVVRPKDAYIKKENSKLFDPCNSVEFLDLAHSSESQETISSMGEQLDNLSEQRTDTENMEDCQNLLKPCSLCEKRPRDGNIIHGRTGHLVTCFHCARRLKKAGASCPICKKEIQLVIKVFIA
Target sequence (Q00987 whole entry, looked up): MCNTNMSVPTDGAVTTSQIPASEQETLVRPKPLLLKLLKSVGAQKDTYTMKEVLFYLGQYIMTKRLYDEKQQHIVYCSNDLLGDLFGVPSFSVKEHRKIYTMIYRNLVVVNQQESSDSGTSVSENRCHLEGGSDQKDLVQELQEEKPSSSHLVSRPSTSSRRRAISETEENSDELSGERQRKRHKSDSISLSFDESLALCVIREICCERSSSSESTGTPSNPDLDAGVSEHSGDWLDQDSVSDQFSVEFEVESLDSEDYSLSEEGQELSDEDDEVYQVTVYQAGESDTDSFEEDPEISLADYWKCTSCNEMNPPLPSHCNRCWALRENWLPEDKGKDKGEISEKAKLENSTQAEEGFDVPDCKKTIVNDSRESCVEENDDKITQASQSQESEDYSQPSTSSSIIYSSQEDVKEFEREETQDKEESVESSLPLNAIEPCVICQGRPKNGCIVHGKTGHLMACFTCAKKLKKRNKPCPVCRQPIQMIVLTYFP
TIM10 inh: growth inhibitors of TIM10 yeast strain | S. cerevisiae TIM10 strain growth, BacTiter-Glo luminescence, 24 h | inhibition, % at 10 µM | 1.4% of 330,000 active | AID 463195;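 active means inhibition of 40% or more at the single tested concentration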;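 further: wild-type TIM10 isogenic control strain grown at permissive 25 °C; 0% = DMSO yeast wells and 100% = minimal medium wells without yeast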
The depositor's hits bear a star. No enrichment for hits. About 6.6% of those tested had a hit in this group.

Fields: 697 NFkB inh	tim23-1 inh	Jurkat NFkB inh	tim10-1 inh	UPR XBP1 act	UPR CHOP act	Mdm2 MdmX PPI	TIM10 inh
- Fc1cccc(/C=N/Nc2nc3ccccc3[nH]2)c1
    -80	-71	-78	20	1	8.4	-32	21
- COc1ccc(-c2onc(C)c2-c2cscn2)c(O)c1
    9	14	1	9	0	-0.3	18	-5
- CCOC(=O)C1CCCN(C(=O)c2cnn3c(C(F)(F)F)cc(-c4ccccc4)nc23)C1 (stereo unspecified)
    19	10	24	12	-1	0.0	-3	4
- O=C1NC(=O)/C(=C\c2ccc(Oc3cnccn3)cc2)S1
    -59	14	-34	15	2	1.9	-32	13
- C=CCn1c(SCc2ccc(F)cc2)nc2c1c(=O)[nH]c(=O)n2C
    -14	-2	7	3	2	0.4	3	-25
- Cc1noc(C)c1C(=O)NC(Cc1c[nH]c2ccccc12)C(=O)O (stereo unspecified)
    -2	4	-9	-10	-1	-0.4	20	-2
- CCOC(=O)c1nnn(-c2nonc2N)c1-c1ccccc1
    0	19	-5	17	0	-1.9	5	18
- C=CCNC(=S)NNc1nc2c(c(=O)[nH]1)C1(CCCC1)Cc1ccccc1-2
    -2	37	3	48*	2	0.4	4	34
- CC1(C)Cc2c(sc3nc4n(c(=O)c23)CCC4)CO1
    9	-9	2	1	5	-0.1	-22	0
- CC(=O)NC(Cc1ccccc1F)C(=O)NC1CCN(c2ncccc2[N+](=O)[O-])CC1 (stereo unspecified)
    14	8	9	4	-5	-1.0	22	6
- Cc1cc2c3c(c1)C(C)CC(C)(C)N3C(=O)C2=C(C#N)C#N (stereo unspecified)
    9	-44	-1	57*	10	-0.2	32	59*
- O=C(O)CCC(=O)Nc1ccc(Br)cc1C(=O)c1ccc(Cl)cc1
    16	18	4	-7	-1	2.3	-16	18
- Cn1c(SCC(=O)NNC(=S)Nc2ccccc2)nnc1-c1ccncc1
    -16	6	-21	5	-3	0.0	1	4
- O=C(Cc1ccccc1)Nc1c(Cl)ccc2nsnc12
    15	-3	-1	2	-2	-0.6	24	14
- CCN(CC)S(=O)(=O)c1cc(NC(=O)COC(=O)CCC(=O)c2ccc(F)cc2)ccc1C
    -7	13	-4	38	-1	-2.3	3	2
- O=C(O)c1ccc(-c2nc3scc(-c4ccccc4)c3c(=O)[nH]2)cc1
    15	18	3	-3	-2	-1.3	-14	-7
- CN(CC(=O)NCCC1=CCCCC1)S(=O)(=O)c1ccc2c(c1)c(=O)n(C)c(=O)n2C
    -9	0	-6	-13	-1	-1.2	11	4
- Cc1ccc2nc(C3CCCN(C(=S)Nc4cccc(C)c4C)C3)[nH]c2c1 (stereo unspecified)
    -41	3	3	6	-5	-1.7	29	0
- N#C/C(=C\c1cn(Cc2ccccc2)c2ccccc12)C(=O)NCc1ccco1
    -4	-8	-4	14	-1	1.6	4	-5
- COc1ccccc1CNC(=O)CCCC(=O)n1ncc2cc(C)ccc21
    -22	2	2	3	-2	0.6	11	-13
- Cc1ccsc1/C=C/C(=O)O
    4	-7	6	3	0	0.3	-20	-1
- Cc1cc(-c2ccc(C)c(S(=O)(=O)NCCCN3CCN(c4ccccc4)CC3)c2)on1
    -26	24	15	18	1	5.6	7	21
- COC(=O)c1ccccc1N=C(SC)N(C)C
    9	15	-8	9	-2	-0.4	30	-11
- O=C(COC(=O)CCC(=O)c1ccc(F)cc1)Nc1ccc(N2CCOCC2)cc1
    10	13	5	4	2	1.0	-11	1
- CCn1c(=O)c2cc(S(=O)(=O)NCc3ccccc3)ccc2n(CC)c1=O
    -2	-5	19	-13	-4	1.6	29	-8
- COc1ccc(Nc2nccc3c2ncn3C)cc1
    -120	14	-69	1	-7	-1.2	-29	10
- O=c1cc(-c2ccccc2)c2ccc(O)c(CN3CCCCC3)c2o1
    -8	-5	-1	0	2	0.8	3	-2
- COC(=O)CN1C(C)=Nc2ccc(C)cc2C1c1ccccc1 (stereo unspecified)
    0	1	1	26	-1	-1.8	21	19
- Cc1c(Cl)cccc1Nc1nc(N)nc(CSc2nc3ccccc3s2)n1
    0	31	0	25	0	1.9	-3	29
- CCn1c(SCC(=O)NC2CC2)nnc1-c1cccc(OC)c1
    7	-7	-3	2	-1	0.1	16	3
- Cc1cc(C)c(C#N)c(Sc2ccc(N)cc2)n1
    8	16	-5	9	1	-0.4	18	13
- Cc1ccc(Sc2ncnc(N)c2[N+](=O)[O-])cc1
    11	3	-8	-3	2	0.9	-7	-15
- Cc1nnc(NC(=O)CSc2nc3ccccc3o2)s1
    3	-33	4	-39	-3	-2.1	19	-14
- CCCCOc1ccc(/C=N/NC(=O)c2csc(C)c2C)cc1
    -13	28	10	30	-1	0.6	35	10
- COc1cccc(NC(=S)N(Cc2ccccn2)Cc2ccccc2Cl)c1
    0	29	-11	30	1	1.2	-1	31
- O=C(Nc1ccccc1)C(=O)Nc1cccnc1
    -180	11	-90	21	-7	-3.0	-67	9
- COC(=O)[C@@H](NCc1cccc(CN[C@H](C(=O)OC)C(C)C)c1)C(C)C
    -17	17	-7	11	2	0.1	-9	6
- CCCn1nc(NC(=O)C2CCCO2)c2cc3ccc(C)cc3nc21 (stereo unspecified)
    -8	10	-7	-14	-1	2.6	0	-17
- COc1ccc(S(=O)(=O)N2CCCCCC2)cc1C(=O)NC1(C)CCS(=O)(=O)C1 (stereo unspecified)
    7	10	21	5	1	-0.5	18	6
- Cc1nc2ccccc2c2c1CC(C(C)(Cl)Br)O2 (stereo unspecified)
    -45	17	56*	17	-1	3.3	15	4

Some of the entries so far, in markdown.
| SMILES | 697 NFkB inh | tim23-1 inh | Jurkat NFkB inh | tim10-1 inh | UPR XBP1 act | UPR CHOP act | Mdm2 MdmX PPI | TIM10 inh |
| --- | --- | --- | --- | --- | --- | --- | --- | --- |
| O=C(Nc1ccccc1)C(=O)Nc1cccnc1 | -180 | 11 | -90 | 21 | -7 | -3.0 | -67 | 9 |
| CCCCOc1ccc(/C=N/NC(=O)c2csc(C)c2C)cc1 | -13 | 28 | 10 | 30 | -1 | 0.6 | 35 | 10 |

Next section
Fields: 697 NFkB inh	tim23-1 inh	Jurkat NFkB inh	tim10-1 inh	UPR XBP1 act	UPR CHOP act	Mdm2 MdmX PPI	TIM10 inh
- CC1CCN(C(=O)C(C)Sc2nc(-c3ccccc3)cc(C(F)(F)F)n2)CC1 (stereo unspecified)
    14	14	-10	8	3	-1.0	17	-4
- CC(C)C[C@@H](CO)N1CCN(Cc2ccccc2)CCC1=O
    -10	8	0	-2	-1	-0.3	16	8
- Cc1cccc(C(=O)NCC(=O)Nc2ccncc2)c1
    -14	0	7	-17	-1	0.1	-9	5
- Cc1ccc2c(c1)cc1c(=O)n(CC(=O)N(C)c3ccccc3)nc(C)n12
    -6	30	-10	24	-3	-0.4	14	9
- COc1ccc(CC(=O)OCC(=O)Nc2ccc(OC(F)F)cc2)cc1OC
    13	0	10	8	-1	-1.2	8	-8
- CC(OC(=O)CSc1ccc(F)cc1)C(=O)NC1(C#N)CCCCC1 (stereo unspecified)
    1	2	18	3	-2	-1.7	26	0
- OC1CCN(Cc2ccc3ccccc3c2)CC1
    12	-4	4	-11	-7	2.9	-26	-6
- COc1ccc(-c2nnc(NC(=O)CS(=O)(=O)c3ccc(F)cc3)o2)c(OC)c1
    -7	-5	8	-4	-6	-2.7	13	-16
- CSCCC(NC(=O)c1ccccc1Br)C(=O)N1CCCC(C(F)(F)F)C1 (stereo unspecified)
    3	17	10	16	-3	0.5	-3	11
- O=C(Nc1ccc(Cl)cc1F)c1ccccc1Br
    -73	20	-106	13	1	3.0	-85	11
- CCCN1C(=O)C2(OCCO2)c2cc(Cl)ccc21
    3	9	6	1	-1	-1.0	-10	-7
- CCCn1c(SCC(=O)Nc2ccc(F)c(Cl)c2)nc(O)cc1=O
    -10	11	-4	1	0	-0.3	-29	5
- CCc1ccc(N2CC(C(=O)N/N=C/c3cccc([N+](=O)[O-])c3)CC2=O)cc1 (stereo unspecified)
    0	10	-15	20	3	0.8	16	-1
- CCCC1(C(=O)OC)NC(c2ccco2)C2C(=O)N(c3ccc(C)cc3)C(=O)C21 (stereo unspecified)
    -2	22	-7	26	-2	-0.8	24	-3
- O=C(Nc1ccc(Cl)cc1)Nc1cccc2nsnc12
    -96	12	-80	15	1	12	-96	7
- O=C1CC(c2ccccc2)Cc2nc(NCc3ccco3)ncc21 (stereo unspecified)
    2	10	9	36	-2	0.0	-3	-2
- CCn1c(=O)c(C(=O)NCc2cccnc2)c(O)c2ccccc21
    -6	42	8	32	2	-0.5	47	44*
- COc1ccc(C(Nc2ccccn2)c2c(NC(=O)c3ccco3)sc(C)c2C)cc1OC (stereo unspecified)
    -17	36	4	31	1	0.7	-30	23
- COc1ccccc1NC(=O)NNC(=O)c1ccc(-c2ccccc2)cc1
    7	32	5	2	-1	1.8	13	0
- CC(=O)N1N=C(c2ccc3ccccc3c2)OC1(C)C
    -14	34	4	20	3	6.7	19	4

Just TIM10 inh, UPR XBP1 act and 697 NFkB inh, for some of the entries so far:
mol,TIM10 inh,UPR XBP1 act,697 NFkB inh
COc1ccccc1NC(=O)NNC(=O)c1ccc(-c2ccccc2)cc1,0,-1,7
COc1ccc(C(Nc2ccccn2)c2c(NC(=O)c3ccco3)sc(C)c2C)cc1OC (stereo unspecified),23,1,-17

Continued:
Fields: 697 NFkB inh	tim23-1 inh	Jurkat NFkB inh	tim10-1 inh	UPR XBP1 act	UPR CHOP act	Mdm2 MdmX PPI	TIM10 inh
- CCOCCCNC(=O)CCCn1nc(C)n2c(cc3sccc32)c1=O
    20	-4	14	-9	3	-1.2	10	2
- COc1ccc(NC(=O)CN(c2cc(C)cc(C)c2)S(=O)(=O)c2c(C)noc2C)cc1
    -2	13	-7	2	-2	1.1	18	1
- Cc1cccc(N=Nc2c(O)[nH]c3ccc(F)cc23)c1
    -45	18	-56	44*	1	3.0	-102	45*
- NC(=O)C1CC(=O)N(c2ccc(OCC(=O)Nc3cccc(C(F)(F)F)c3)cc2)C1 (stereo unspecified)
    24	0	11	7	-3	1.3	7	14
- Cc1cnc(C(=O)N2CCCC(C(=O)c3ccc(Cl)cc3C)C2)cn1 (stereo unspecified)
    14	18	1	1	-1	-1.0	14	-8
- CCc1ccc(NC(=O)CSc2nc3ccccc3c(=O)n2CCN2CCOCC2)cc1
    3	12	12	16	1	2.5	-8	3
- NC(=O)C1CCN(C(c2ccccc2)c2nnnn2C2CCCC2)CC1 (stereo unspecified)
    -20	4	-11	-8	0	-0.8	4	-6
- N#Cc1cc(NCC2CCCO2)c([N+](=O)[O-])cc1C#N (stereo unspecified)
    25	15	2	15	-1	4.1	-11	5
- Cc1cc(NC(=O)CSc2nc3ccsc3c(=O)n2Cc2ccccn2)n[nH]1
    -21	0	-43	-3	-2	-0.1	-22	-3
- CCc1sc(C(=O)Nc2nccs2)cc1C
    -51	54*	-103	25	-3	3.2	-135	6
- Cc1cc(C(=O)CSc2nnnn2C)c(C)n1C1CC1
    -33	-6	-51	4	1	2.7	-6	-8
- COc1ccc(C(OC(=O)c2ccco2)C(=O)NC2CCCCC2)cc1OC (stereo unspecified)
    2	3	1	45*	0	-1.6	9	-2
- CCOC(=O)N1CCN(c2nc3ccccc3nc2C(C#N)S(=O)(=O)c2ccc(C)cc2)CC1 (stereo unspecified)
    2	10	0	5	-3	-0.8	16	18
- C=CCOc1ccc(C(=O)NC2CCCCC2)cc1
    -77	14	-50	17	0	4.8	-48	21
- CC(NC(=O)c1ccccc1Cl)C(=O)Nc1ccc2c(c1)OCO2 (stereo unspecified)
    -2	15	-17	-2	-1	3.9	-4	1
- CCOC(=O)c1c(/N=C/c2ccccc2O)sc2c1CCC2
    4	-28	-4	34	-3	2.8	-4	10
- CC(NC(=S)NCCc1ccccc1)C(c1cccs1)N1CCN(Cc2ccccc2)CC1 (stereo unspecified)
    -17	14	9	10	-1	-0.1	31	21
